Pol eta inh: DNA polymerase eta (human) inhibition; Q9Y253; recombinant Pol eta, fluorescent DNA replication assay; Potency, µM (series often up to 114 µM), inactives show top-dose activity change, negative = inhibition, hits mostly inhibitors; 1.2% of 390,000 active; AID 588591; active means well fitted inhibition curve with a large enough effect; inconclusive means small, poorly fitted or top-dose-only effect, or another doubt; inactive means no such curve, though single readings can be large or run the other way
Target sequence (Q9Y253 whole entry, looked up): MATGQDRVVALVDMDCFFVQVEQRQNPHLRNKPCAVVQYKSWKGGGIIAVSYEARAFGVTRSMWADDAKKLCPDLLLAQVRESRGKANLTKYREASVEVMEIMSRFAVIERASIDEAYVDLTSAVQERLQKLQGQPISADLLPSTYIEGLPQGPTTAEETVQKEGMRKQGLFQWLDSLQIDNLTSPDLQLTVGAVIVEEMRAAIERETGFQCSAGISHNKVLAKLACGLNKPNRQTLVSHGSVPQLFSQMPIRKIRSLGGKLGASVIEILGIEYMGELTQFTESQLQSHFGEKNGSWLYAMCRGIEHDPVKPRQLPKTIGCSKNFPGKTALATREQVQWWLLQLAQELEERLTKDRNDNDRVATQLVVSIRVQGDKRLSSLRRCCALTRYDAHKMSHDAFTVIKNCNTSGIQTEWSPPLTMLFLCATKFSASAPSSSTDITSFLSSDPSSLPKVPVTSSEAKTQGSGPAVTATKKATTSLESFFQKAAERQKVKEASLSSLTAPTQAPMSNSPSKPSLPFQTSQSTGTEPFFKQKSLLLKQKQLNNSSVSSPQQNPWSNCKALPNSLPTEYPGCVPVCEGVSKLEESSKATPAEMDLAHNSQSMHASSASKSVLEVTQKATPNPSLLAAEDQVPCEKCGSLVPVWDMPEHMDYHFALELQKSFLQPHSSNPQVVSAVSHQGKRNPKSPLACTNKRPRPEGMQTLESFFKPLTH
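Pol eta (10 nM) was preincubated with compounds for 15 min at room temperature, after which fluorescent replication substrate (50 nM final) was added to start the reaction. Fluorescence was read kinetically at 0 and 10 min.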
Starred values were filed as active, the others as inactive; ? = inconclusive. On the % scale 0 is the no-effect control and ±100 the full control effect; potency means the concentration at half of the fitted maximal effect. An excerpt, so the mix of outcomes need not match the whole.

COc1ccc(N2CC(C(=O)Nc3nnc(SCC(=O)Nc4ccc(NC(C)=O)cc4)s3)CC2=O)cc1 (stereo not drawn)
- Pol eta inh: 0.0%
Cc1ccc(OCCC(=O)OCC(=O)NC2CCCCC2)cc1
- Pol eta inh: -3.3%
CCCCCC(=O)N1C[C@@H](O)[C@H](n2cc(C3CC3)nn2)C[C@@H]1c1ccccc1
- Pol eta inh: -6.4%
COc1cccc(NC(=O)N(C)C[C@@H]2OCc3cnnn3CCCC(=O)N([C@H](C)CO)C[C@@H]2C)c1
- Pol eta inh: -12.4%
Cc1ccc(S(=O)(=O)N2C[C@H]3C(=O)C[C@@H](c4ccc(Cl)cc4)N(S(=O)(=O)c4ccccc4C)[C@H]3C[C@H]2c2ccccc2)cc1
- Pol eta inh: -16.4%
O=c1[nH]nc(Sc2ccccc2)c(=S)[nH]1
- Pol eta inh: -0.3%
COc1ccc(/C=C2\SC(=S)N(CCC(=O)N3CCOCC3)C2=O)cc1OC
- Pol eta inh: -5.6%
CCc1ccc(N(CC(=O)N2CCCC2)S(C)(=O)=O)cc1
- Pol eta inh: -2.8%
CCC/C=C/c1ccc(CN2C(CC(C)C)C(=O)N(Cc3cn(Cc4ccco4)nn3)CCS2(=O)=O)cc1 (stereo not drawn)
- Pol eta inh: -15.5%
CCN1CCCC1CNC(=O)c1ccc2c(c1)NC(=O)/C(=C\c1ccccc1F)S2 (stereo not drawn)
- Pol eta inh: -24.0%

Gathered by group: those above containing an aryl thioether with sulfur outside any ring.
COc1ccc(N2CC(C(=O)Nc3nnc(SCC(=O)Nc4ccc(NC(C)=O)cc4)s3)CC2=O)cc1 (stereo not drawn)
- Pol eta inh: 0.0%
O=c1[nH]nc(Sc2ccccc2)c(=S)[nH]1
- Pol eta inh: -0.3%

Returning to the listing, starting 2 compounds before the break.
CCC/C=C/c1ccc(CN2C(CC(C)C)C(=O)N(Cc3cn(Cc4ccco4)nn3)CCS2(=O)=O)cc1 (stereo not drawn)
- Pol eta inh: -15.5%
CCN1CCCC1CNC(=O)c1ccc2c(c1)NC(=O)/C(=C\c1ccccc1F)S2 (stereo not drawn)
- Pol eta inh: -24.0%
Cn1nnnc1NN=Cc1ccccc1
- Pol eta inh: -5.9%
FC(F)(F)c1cnc(NNC(=S)Nc2ccccc2)c(Cl)c1
- Pol eta inh: -14.3%
Cc1ccc(NC(=O)C(C)N2CCCc3ccccc32)cc1S(=O)(=O)N1CCOCC1 (stereo not drawn)
- Pol eta inh: -11.0%
CCCNC(=O)C1CC(=O)N(c2ccc(OCc3ccccc3)cc2)C1 (stereo not drawn)
- Pol eta inh: -14.8%
CCCCN(C(=O)CC1CCCC1)c1c(N)n(Cc2ccccc2)c(=O)[nH]c1=O
- Pol eta inh: -1.8%
COc1ccc(CN(C)CCCn2ccc(N)nc2=O)cc1OC
- Pol eta inh: -17.4%
COC(=O)[C@H]1C[C@@]2(O)CN(S(=O)(=O)c3ccc(C)cc3)C[C@@]2(OC(=O)NCc2ccco2)C[C@H]1C(=O)OC
- Pol eta inh: -6.5%
Cc1ccc(-c2nc(NCCCN(C)C)c3ccccc3n2)cc1
- Pol eta inh: -1.7%
O=C(OCc1ccccc1)N1CCCC2CC1c1ccccc12 (stereo not drawn)
- Pol eta inh: -7.0%
O=C1C2C3C=CC(CC3)C2C(=O)N1c1ccc(Br)cc1 (stereo not drawn)
- Pol eta inh: -4.7%

Brc1ccc(-c2nc3c4ccccc4ccn3c2Cc2ccccc2)cc1
- Pol eta inh: -11.5%
O=C(OCc1ccccc1)N1CCC2CC1c1ccc(N3CCNCC3)cc12 (stereo not drawn)
- Pol eta inh: -14.2%
CCCCCC(=O)N1C[C@H](O)[C@@H](n2cc(-c3ccc(F)cc3)nn2)C[C@@H]1c1ccccc1
- Pol eta inh: -3.9%
C[C@H](CO)N1C[C@H](C)[C@@H](CN(C)S(=O)(=O)c2cn(C)cn2)Oc2cc(Br)ccc2S1(=O)=O
- Pol eta inh: -8.5%
CC(Oc1ccc(Cl)cc1)C(=O)Nc1cccc(S(=O)(=O)N2CCCC2)c1 (stereo not drawn)
- Pol eta inh: -7.4%
COc1cc(OC)c(OC)cc1C=Cc1ccc2ccccc2n1
- Pol eta inh: -13.0%
CCc1cc2c(SCC(=O)N3CCN(C(=O)c4cccs4)CC3)ncnc2s1
- Pol eta inh: -17.8%
O=C(NNC(=S)Nc1cccc(C(F)(F)F)c1)c1ccncc1
- Pol eta inh: -4.0%
O=C(CCCN1C(=O)c2cccc3cccc(c23)C1=O)OCC(=O)N1CCCCC1
- Pol eta inh: -16.3%
C[C@@H]1CN([C@@H](C)CO)C(=O)CCCn2nncc2CO[C@@H]1CN(C)C(=O)c1ccc(N2CCN(C)CC2)cc1
- Pol eta inh: -10.7%

CC1=CC(=O)Nc2ncccc2O1
- Pol eta inh: -12.1%
O=S(=O)(O)Sc1ccccc1
- Pol eta inh: -4.3%
CCCCN1C[C@H](C)[C@@H](CC(=O)Nc2ccc(OC)cc2)C1=O
- Pol eta inh: -19.7%
C[C@H](CO)N1C[C@H](C)[C@H](CN(C)Cc2cccc(O)c2)OCc2ccccc2-c2c(n(C)c3ccccc23)C1=O
- Pol eta inh: -17.1%
CCN(C(=O)Nc1cccc2ccccc12)c1ccccc1
- Pol eta inh: 2.5%
COc1ccc(CN2C(=O)C(CC(=O)NCCCCc3ccccc3)CC(C(=O)N(C)C)=C2C)cc1 (stereo not drawn)
- Pol eta inh: -18.9%
N#Cc1ccc(OCC(=O)OCC(=O)N2CCc3ccccc32)cc1
- Pol eta inh: -8.2%
CCOC(=O)C1=C(COC(=O)Cc2ccccc2[N+](=O)[O-])NC(=O)NC1C (stereo not drawn)
- Pol eta inh: 7.4%
CCOc1ccccc1N(CC(=O)Nc1ccccc1Br)S(=O)(=O)c1ccccc1
- Pol eta inh: -4.9%
CCc1nnc(NS(=O)(=O)c2ccc(NC(=O)c3ccc([N+](=O)[O-])s3)cc2)s1
- Pol eta inh: ?

CCOC(=O)N(C)C[C@H]1OCc2cn(nn2)CCCC(=O)N([C@H](C)CO)C[C@@H]1C
- Pol eta inh: -22.7%
CC1=C(C(=O)N2CCOCC2)CC(CC(=O)NCCc2ccccn2)C(=O)N1Cc1ccc(C(C)(C)C)cc1 (stereo not drawn)
- Pol eta inh: -3.1%
COc1cccc(-c2ccc3c(c2)C2CC3CCN2C(=O)c2ccc(-c3ccccc3)cc2)c1 (stereo not drawn)
- Pol eta inh: -11.1%
CCc1nc(CN2CCCC(C(=O)Nc3ccc(-c4cccc(OC)c4)cc3)C2)c(C)[nH]1 (stereo not drawn)
- Pol eta inh: -6.4%
C[C@H](CO)N1C[C@H](C)[C@H](CN(C)C(=O)Cc2cccnc2)Oc2ncc(Br)cc2C1=O
- Pol eta inh: -14.2%
O=C(CCl)NC1(C(=O)O)CCCC1
- Pol eta inh: 3.4%
CCCOc1ccc(/C=C/C(=O)N2CCN(C(=O)c3ccco3)CC2)cc1OC
- Pol eta inh: -12.1%
CN(C)c1ccc(C(=N)Cc2ccc3ccccc3n2)cc1
- Pol eta inh: -12.8%
O=C(Nc1cc(C(F)(F)F)ccc1N1CCOCC1)c1cccc(S(=O)(=O)N2CCOCC2)c1
- Pol eta inh: -22.6%
COc1cc(OC)c(NS(=O)(=O)c2cc(C(=O)NCCCN3CCOCC3)ccc2C)cc1Cl
- Pol eta inh: -6.6%

A different layout for part of the listing above.
Structure	Pol eta inh
CC1=C(C(=O)N2CCOCC2)CC(CC(=O)NCCc2ccccn2)C(=O)N1Cc1ccc(C(C)(C)C)cc1 (stereo not drawn)	-3.1%
O=C(OCc1ccccc1)N1CCCC2CC1c1ccccc12 (stereo not drawn)	-7.0%
CCCCN(C(=O)CC1CCCC1)c1c(N)n(Cc2ccccc2)c(=O)[nH]c1=O	-1.8%
COC(=O)[C@H]1C[C@@]2(O)CN(S(=O)(=O)c3ccc(C)cc3)C[C@@]2(OC(=O)NCc2ccco2)C[C@H]1C(=O)OC	-6.5%

Further results:
O=C(CCc1c[nH]c2ccccc12)N1CCN(S(=O)(=O)c2ccc([N+](=O)[O-])cc2)CC1
- Pol eta inh: -14.1%
Cn1c(=NC(=O)CS(=O)(=O)c2ccccc2)sc2cc(F)ccc21
- Pol eta inh: 1.2%
Cc1ccc([C@H]2C[C@H](n3cc(-c4ccc(F)cc4)nn3)[C@@H](O)CN2C(=O)c2cccs2)cc1
- Pol eta inh: -24.0%
c1ccc(Cn2ccnc2C2OCCO2)cc1
- Pol eta inh: -20.2%
C[C@@H]1CCCCO[C@@H](CN(C)Cc2ccccc2)[C@@H](C)CN([C@H](C)CO)C(=O)c2cc(N(C)C)ccc2O1
- Pol eta inh: -5.1%
O=C(COC(=O)Cc1c[nH]c2ccccc12)Nc1cccc(Br)c1
- Pol eta inh: -28.2%
CC1=C(C(=O)N(C)C)CC(CC(=O)NCCc2ccccn2)C(=O)N1CCCN1CCCC1=O (stereo not drawn)
- Pol eta inh: -3.0%
CCCCc1c(O)nc(SCC(=O)Nc2ccc(OC)cc2)n(-c2ccc(C)c(C)c2)c1=O
- Pol eta inh: -6.6%
COc1ccc(S(=O)(=O)N2CCN(C(=O)c3ccc(COc4ccccc4)o3)CC2)cc1
- Pol eta inh: -5.7%
Cc1ccc(C(=O)COC(=O)CN2C(=O)C3CC=CCC3C2=O)cc1C (stereo not drawn)
- Pol eta inh: -1.1%

Cc1nn(-c2ccccc2)c(C)c1C(=O)OCC(=O)Nc1ccc(C(N)=O)cc1
- Pol eta inh: -3.8%
COCCCN1C(=O)C(CC(=O)NCC2CCCCC2)CC(C(=O)N(C)C)=C1C (stereo not drawn)
- Pol eta inh: -8.9%
O=C(COC(=O)c1cccc(S(=O)(=O)N2CCCC2)c1)Nc1ccc(Cl)cc1
- Pol eta inh: -13.7%
O=C(NCc1cccnc1)C(=O)NCC1OCCCN1S(=O)(=O)c1cc(F)ccc1F (stereo not drawn)
- Pol eta inh: -3.4%
COc1cccc(OCc2cc(C(=O)N(C)C3CCCCC3)no2)c1
- Pol eta inh: -21.4%
Cc1csc(=O)n1CCC(=O)OCC(=O)Nc1ccc(N2CCOCC2)cc1
- Pol eta inh: -10.7%
Cc1cccc(NC(=O)C(C)OC(=O)CNC(=O)C2CCCCC2)c1 (stereo not drawn)
- Pol eta inh: -2.7%
C[C@H]1CN([C@@H](C)CO)C(=O)CCCn2nncc2CO[C@@H]1CN(C)Cc1ccc(C(=O)O)cc1
- Pol eta inh: -3.7%
COc1cc(C)ccc1OCc1cc(C(=O)NC2CCOCC2)no1
- Pol eta inh: -5.8%
COc1cc(C(=O)NCCNc2nc3c(C)cccc3cc2C#N)cc(OC)c1OC
- Pol eta inh: -19.0%

Cc1ccc(C(=O)NCC(=O)OCCCn2c(=O)[nH]c3ccccc32)cc1C
- Pol eta inh: -14.4%
CC(=O)N1CCN(S(=O)(=O)c2cccc(C(=O)OCC(=O)NCc3ccccc3Cl)c2)CC1
- Pol eta inh: 2.4%
Cc1cccc(NC(=O)c2ncn3c2C(=O)N(C)CC3)c1
- Pol eta inh: -0.3%
CC(C)n1c(=O)nc(-c2ccccc2)c2cc3c(cc21)OCO3
- Pol eta inh: -13.7%
Cc1cn([C@H]2C[C@H](O)[C@@H](CNCc3cc(Cl)ccc3OCc3ccc(Cl)cc3)O2)c(=O)[nH]c1=O
- Pol eta inh: -16.7%
CC1=C(C(=O)N(C)C)CC(CC(=O)NC(c2ccccc2)c2ccccc2)C(=O)N1Cc1ccccc1 (stereo not drawn)
- Pol eta inh: -14.2%
CCC(=O)c1ccc(OCC(=O)OCc2csc(CC(=O)Nc3ccccc3C)n2)cc1
- Pol eta inh: 2.2%
OCCN1CCN(CCCN2c3ccccc3CCc3ccccc32)CC1
- Pol eta inh: -6.7%
Cn1nnc2cc(NC(=O)Nc3ccccc3F)ccc21
- Pol eta inh: 4.0%
C[C@@H]1CN([C@H](C)CO)C(=O)c2cc(Br)cnc2O[C@H]1CN(C)C(=O)Cc1ccncc1
- Pol eta inh: -5.3%

CC1C(=O)N(Cc2cn(Cc3ccco3)nn2)CCS(=O)(=O)N1Cc1ccc(-c2cccc(N(C)C)c2)cc1 (stereo not drawn)
- Pol eta inh: -18.3%
COc1ccc([C@H]2C[C@@H](O)[C@H](n3cc(COC(=O)c4ccccc4)nn3)CN2C(=O)c2cccs2)cc1
- Pol eta inh: -26.0%
Cc1ccc(S(=O)(=O)N2CCCOC2CNC(=O)C(=O)NCCc2ccco2)cc1 (stereo not drawn)
- Pol eta inh: 4.2%
Cc1ccc(OCC(=O)N2CCc3ccccc3C2)cc1C
- Pol eta inh: -3.8%
C#CCN(C[C@@H]1[C@@H](OC(=O)NCc2ccccc2F)[C@@H](OC(=O)NCc2ccccc2F)Cn2c(=O)ccc(=O)n21)S(=O)(=O)c1ccc(C)cc1
- Pol eta inh: -10.1%
C[C@@H]1CN([C@H](C)CO)C(=O)CCCn2cc(nn2)CO[C@H]1CN(C)S(=O)(=O)c1ccc(-n2cccn2)cc1
- Pol eta inh: -21.9%
CCOc1ccc(NC(=O)CSc2nc3ccsc3c(=O)n2Cc2ccc(C(=O)O)cc2)cc1
- Pol eta inh: 13.3%
CCOc1ccc(NS(=O)(=O)c2ccc(C(=O)NCC(c3ccco3)N3CCCCC3)cc2)cc1 (stereo not drawn)
- Pol eta inh: -16.9%
O=C(c1ccc([N+](=O)[O-])s1)N1CCN(c2ncccn2)CC1
- Pol eta inh: 2.8%
CC1(C)CC(=O)C=C(c2ccc(COC(=O)c3cc(F)cc(F)c3)cc2)C1=O
- Pol eta inh: -7.6%

C[C@@H]1CN([C@@H](C)CO)C(=O)CCCn2nncc2CO[C@@H]1CN(C)C(=O)NC1CCCCC1
- Pol eta inh: -10.5%
COCCn1c(SCC(=O)Nc2cc(C)on2)nc2c([nH]c3ccccc32)c1=O
- Pol eta inh: 3.3%
COc1ncnc2c1ncn2CCCN1CCN(C(=O)C2CC2)CC1
- Pol eta inh: -6.2%
C[C@@H]1CN([C@H](C)CO)C(=O)c2cc(-c3ccc(C#N)cc3)cnc2O[C@H]1CN(C)C(=O)c1ccccc1
- Pol eta inh: -17.0%
CC1(c2ccc(Cl)cc2)NC(=O)N(CC(=O)Nc2ccc3c(c2)OCO3)C1=O (stereo not drawn)
- Pol eta inh: -17.9%

Source: PubChem
